Screening results as filed in PubChem.
L3MBTL1 inh – L3MBTL1 (human) inhibition. 0.66% of 230,000 active. Q9Y468. AlphaScreen L3MBTL1–H3K9me1 peptide binding. Potency, µM (titrated, usually from 57.1 µM), inactives show at the top dose activity, negative = inhibition, actives largely listed as inhibitors; note: nearly all actives have a fitted effect of over 60% in size
Target sequence (Q9Y468 whole entry, looked up): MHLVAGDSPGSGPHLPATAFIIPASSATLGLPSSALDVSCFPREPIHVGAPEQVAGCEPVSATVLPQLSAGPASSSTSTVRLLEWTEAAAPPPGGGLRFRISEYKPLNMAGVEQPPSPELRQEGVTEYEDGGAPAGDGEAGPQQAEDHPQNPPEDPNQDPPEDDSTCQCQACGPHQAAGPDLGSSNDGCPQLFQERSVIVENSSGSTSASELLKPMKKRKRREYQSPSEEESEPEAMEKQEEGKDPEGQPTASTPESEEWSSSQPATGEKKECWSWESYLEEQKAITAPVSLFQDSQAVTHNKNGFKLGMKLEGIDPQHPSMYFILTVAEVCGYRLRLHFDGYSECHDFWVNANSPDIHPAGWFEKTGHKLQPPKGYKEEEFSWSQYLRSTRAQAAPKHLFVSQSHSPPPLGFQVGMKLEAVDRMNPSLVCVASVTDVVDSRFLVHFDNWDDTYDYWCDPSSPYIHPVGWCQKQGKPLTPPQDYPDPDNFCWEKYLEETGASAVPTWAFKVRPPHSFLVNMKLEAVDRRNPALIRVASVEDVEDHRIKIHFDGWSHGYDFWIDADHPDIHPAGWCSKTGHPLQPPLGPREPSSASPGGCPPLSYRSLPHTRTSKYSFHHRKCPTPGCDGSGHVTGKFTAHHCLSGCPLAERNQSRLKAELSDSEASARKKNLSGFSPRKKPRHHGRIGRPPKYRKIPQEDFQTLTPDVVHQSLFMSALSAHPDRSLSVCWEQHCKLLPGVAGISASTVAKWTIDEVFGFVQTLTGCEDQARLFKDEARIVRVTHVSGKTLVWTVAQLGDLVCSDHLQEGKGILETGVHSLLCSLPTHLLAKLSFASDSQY
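L3MBTL1 50 nM + b-AHA-H3(1-15)K9me1 75 nM, 30 min RT; compound added, 30 min RT; streptavidin donor/Ni-chelate acceptor beads 10 ug/mL each final, 30 min RT dark; AlphaScreen read.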
TR SRC2 fluor cs – alters Texas Red total fluorescence, flagging assay interference. TRb/SRC2 Texas Red total fluorescence interference. Potency, µM (doses to about 106 µM), inactives show at the top dose fluorescence change, negative = quenching. 0.29% of 280,000 active; active = well fitted curve in either direction with a large enough effect; inconclusive = small, poorly fitted or top-dose-only effect
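Human TRβ ligand-binding domain (0.6 uM) and Texas Red SRC2 peptide (20 nM) in Tris buffer with 1 uM T3 and 5% DMSO were incubated with pinned compound for 5 hr at ambient temperature. Total fluorescence was computed as S + 2P (555/632 nm).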
TRb SRC2 PPI – disrupts binding of human TR beta to SRC2 | Potency, µM (top dose mostly 106 µM), for the others: top-dose activity change, negative = inhibition, actives largely listed as inhibitors | TRbeta-SRC2 peptide binding, fluorescence polarization; receptor liganded with 1 µM T3 | 0.065% of 280,000 active;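 note: plate controls were bound peptide for no effect and peptide without receptor for full effect; nearly all actives have a fitted effect of over 50% in size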
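A fluorescence polarization screen tested compounds at multiple concentrations against complex formation between 0.6 uM TRb ligand-binding domain and 20 nM Texas Red SRC2 peptide, with 1 uM T3 present; readout after 5 hr.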
RECQ1 inh – RECQ1 (human) helicase inhibition. 0.54% of 240,000 active. RECQ1 DNA unwinding, red fluorescence kinetic read. P46063. Potency, µM (doses to about 57.3 µM), without a hit: top-dose activity, negative = inhibition, most hits filed as inhibitors. AID 2549;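 note: plate controls were vehicle for no effect and no enzyme for full effect; nearly all actives have a fitted effect of over 30% in size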
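RECQ1T1 50 nM; forked duplex (20 bp + 30-nt ss tails) 200 nM, ATP 2 mM final; pH 8.0, 2 mM MgCl2, 2.5 ug/ml poly(dI-dC); 15 min compound preincubation; discontinuous kinetic read over 2 h at RT.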
KDM4E inh – blocks human JMJD2E demethylase activity; Potency, µM (top dose mostly 57.1 µM), for the others: top-dose activity change, negative = inhibition, most hits filed as inhibitors; AID 2147; B2RXH2; 1.6% of 230,000 active; JMJD2E catalytic domain, FDH-coupled NADH fluorescence (FDH is formaldehyde dehydrogenase); active = well fitted inhibition curve with a large enough effect, not every such curve was filed as active; inconclusive = small, poorly fitted or top-dose-only effect, or another doubt; inactive = no such curve, though single readings can be large or run the other way;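 note: 0% = wells with enzyme and -100% = buffer wells without enzyme; nearly all actives have a fitted effect of over 50% in size; many of its hits are not listed in these tables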
Tau ThT inhib – tau fibrillization inhibition (ThT binding); P10636; recombinant tau K18 P301L (four-repeat tau fragment), heparin-induced fibrillization, ThT fluorescence; Potency, µM (titrated, usually from 57.4 µM), inactives show at the highest dose activity, negative = inhibition, usual class: inhibitors; 2.1% of 270,000 active; note: nearly all actives have a fitted effect of over 55% in size
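Recombinant human tau K18 fragment […] carrying P301L, 15 uM unlabeled plus 0.24 uM Alexa 594-labeled, was fibrillized with 20 uM heparin in 100 mM sodium acetate pH 7 for 6 hr at 37 C; 30 uM ThT fluorescence read after 1 hr.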
Tau fibril FP – tau fibrillization inhibition (FP); K18 P301L tau heparin fibrillization, Alexa594 FP, 6 h; Potency, µM (highest dose often 57.7 µM), for inactives: at the top dose activity, negative = inhibition, usual class: inhibitors; 0.39% of 280,000 active; note: nearly all actives have a fitted effect of over 55% in size
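Quantitative HTS format: compounds meet 15 uM recombinant K18 P301L tau and Alexa 594-tau tracer in 100 mM sodium acetate pH 7; 20 uM heparin triggers fibrillization at 37 C over 6 hr; FP gives the signal.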
RGS12 GoLoco inh – inhibitors of human Gai1-RGS12 GoLoco interaction (red fluorophore). P63096. Gai1:RGS12 GoLoco peptide FP, rhodamine, 10 min. Potency, µM (series often up to 61.6 µM), for the others: top-dose activity, negative = inhibition, most hits filed as inhibitors. 0.44% of 230,000 active; active = well fitted inhibition curve with a large enough effect, not every such curve was filed as active; inactive = no such curve, though single readings can be large or run the other way; note: nearly all actives have a fitted effect of over 30% in size; many of its hits are not listed in these tables
* = called active by the depositor; i = inactive; ? = inconclusive; . = not tested or not shown; & = joins results of further samples; [ ] = another dose, or the depositor's remark. Unless noted, calls come from the whole dose curve; as a rule, active = well fitted curve in the direction sought with a large enough effect; inconclusive = small, poorly fitted or top-dose-only effect, or another doubt; inactive = no such curve, though single readings can be large; an effect the other way counts as inactive or inconclusive. Unless noted, % is set by controls: 0 for no effect and ±100 for the full control effect; potency is the fitted concentration of half-maximal effect. This is a subset, so the mix of outcomes need not match the whole.

Each structure is followed by: Tau ThT inhib, TRb SRC2 PPI, Tau fibril FP, RGS12 GoLoco inh, KDM4E inh, TR SRC2 fluor cs, L3MBTL1 inh, RECQ1 inh
CC(=O)Nc1cc(N=Cc2ccc(O)cc2O)c(Cl)cc1Cl
  -9%, 3%, 3%, 23%, -11%, 2%, -1%, -12%
O=C(CSc1nc(C2CCCCC2)nc2ccccc12)NCc1ccc2c(c1)OCO2
  -9%, 1%, -2%, -1%, -2%, 0%, -5%, 0%
Cc1cc(S(=O)(=O)N2CCN(Cc3ccccc3)CC2)c(C)s1
  ?, 1%, -1%, -2%, -13%, 0%, ., -6%
NS(=O)(=O)c1ccc(NC(=O)Nc2cccc(Cl)c2)cc1
  4%, -1%, 4%, 20%, -5%, -3%, 35%[activator], i
Cc1ccc(NCc2cccn2-c2nnc(N3CCC(C(=O)NCCC(C)C)CC3)s2)cc1
  ?, -1%, 8%, ., ., 4%, ., .
CCc1nnc(SCc2nc(-c3cccc(Cl)c3)oc2C)c2cc3sc(C)cc3n12
  -6%, -6%, 3%, ., ., -1%, ., .
Cc1ccc(OCCCC(=O)N2CCOCC2)c(C)c1
  -11%, 1%, -1%, -4%, ?, -6%, ., 6%
CCOC(=O)C(=Cc1ccc(-n2cncn2)cc1)C(=O)OCC
  ?, 2%, 8%, 4%, -26%, -1%, ., i
COc1ccc(C2(C(=O)Nc3ccc(C(=O)O)cc3)CCOCC2)cc1
  -6%, -7%, 7%, 2%, 3%, -1%, 6%[11.4 µM], 5%
COc1cccc(N2CCN(C(=O)c3cnc4c(-c5ccc(F)cc5)c(C)nn4c3C)CC2)c1
  ?, -2%, 3%, ., ., -2%, ., .
Cc1cc(=O)n2[nH]c(SCc3ccc(Cl)cc3)nc2n1
  -10%, 1%, -7%, -7%, 0%, -1%, -4%, -1%
CCC(=O)Nc1cccc(NC(=O)CSc2nnnn2C2CCCC2)c1
  -2%, -19%, -14%, ., 3%, -1%, 23%, i
O=[N+]([O-])c1cccc(CSc2cccc[n+]2[O-])c1
  4%, 4%, 1%, 3%, 4%, -1%, 8%, i
CCOC(=O)c1cc(-c2ccc(OC)cc2)n(CCC(=O)NCc2ccc(OC)cc2)c1C
  -9%, -2%, 15%, ., ., -3%, ., .
C/C(=N\NC(=O)COc1ccc(C#N)cc1)c1ccc(N2CCOCC2)cc1
  ?, 3%[53 µM], -3%, -1%, -12%, 1%[53 µM], -5%, -1%
Cc1[nH]c(=O)[nH]c(=O)c1S(=O)(=O)N1CCCC(C(=O)N2CCN(c3cccc(C(F)(F)F)c3)CC2)C1 (stereo unspecified)
  -8%, -5%, -12%, -1%, 5%, 0%, ., -4%
CCSc1nnc(N2C(=O)CC(c3ccsc3)C3=C2CC(C)(C)CC3=O)s1 (stereo unspecified)
  -7%, 12%, 3%, 1%, -7%, 1%, -4%, -5%
CCOC(=O)c1c(C)oc2ccc(OS(C)(=O)=O)cc12
  -19%, 2%, -6%, 8%, -5%, 1%, 10%, 7%
O=C(NCc1ccccc1Cl)c1cnccc1C(F)(F)F
  -12%, 5%, -1%, 6%, -5%, -2%, -1%, 5%
CC(C)=C1C(=O)NN(c2ccc(C)c(Cl)c2)C1=O
  ?, 0%, 11%, -3%, 2%, -9%, -20%, ?
Cc1nn(C)c(C)c1NC(=O)CC12CC3CC(CC(C3)C1)C2
  -7%, -5%, -3%, -2%, 4%, 1%, 3%, i
COC(=O)[C@H](Cc1ccccc1)NC(=O)O[C@H]1C(=O)c2ccc(OC)cc2O[C@@H]1c1ccc2c(c1)OCO2
  -6%&-15%, -4%&-9%, 9%&-12%, -1%&2%, -2%, -2%&-1%, -14%, -3%&-8%
OCCNCc1ccc(OCc2ccc(Cl)cc2Cl)cc1
  -3%, -4%, -1%, 11%, -12%, -2%, 7%, i
CCOC(=O)/C(=C/c1c2ccccc2cc2ccccc12)NC(=O)c1ccccc1
  -7%, 7%, -3%, 10%, ?, 2%, 8%, -4%
CCOc1ccc(C(=O)c2ccncc2)cc1
  -2%, -8%, 8%, 3%, 2%, -1%, ., 0%
COc1ccc2nc3oc(C(=O)Nc4ccc(OC)c(OC)c4)cc3cc2c1
  ?, ?, -17%, 1%, ?, 8%, ., i
COc1ccccc1NC(=S)NNC(=O)c1nn(C)c(C)c1Br
  ?, -1%, -5%, -6%, 7.9µM*, -3%, 17%, -19%
NC(=O)c1cccnc1Oc1cccc(Cl)c1
  -5%, -10%, -14%, -8%, -4%, 2%, ., i
CSc1ccc(-c2ccco2)nn1
  -10%, -2%, 3%, -2%, ?, -2%, ., 15%
Cc1occc1C(=O)NNC(=O)c1nn(C)c(=O)c2ccccc12
  -3%, -10%, ?, 7%, -7%, -1%, 2%, -6%
COc1ccc(C2C(C#N)=C(N)Oc3n[nH]c(-c4ccccn4)c32)c(OC)c1OC (stereo unspecified)
  -8%, -16%, -10%, 19%, -9%, -1%, -1%, -6%
CCOc1ccc(NC(=O)CC2C(=O)N(c3cccc(OC)c3)C(=O)N2CCOC)cc1 (stereo unspecified)
  ., -2%, -3%, 15%, 5%, -6%, ., -7%

Grouped by structure: the entries above containing an aryl methoxy group.
Each structure is followed by: Tau ThT inhib, TRb SRC2 PPI, Tau fibril FP, RGS12 GoLoco inh, KDM4E inh, TR SRC2 fluor cs, L3MBTL1 inh, RECQ1 inh
COc1ccc(C2(C(=O)Nc3ccc(C(=O)O)cc3)CCOCC2)cc1
  -6%, -7%, 7%, 2%, 3%, -1%, 6%[11.4 µM], 5%
COc1cccc(N2CCN(C(=O)c3cnc4c(-c5ccc(F)cc5)c(C)nn4c3C)CC2)c1
  ?, -2%, 3%, ., ., -2%, ., .
CCOC(=O)c1cc(-c2ccc(OC)cc2)n(CCC(=O)NCc2ccc(OC)cc2)c1C
  -9%, -2%, 15%, ., ., -3%, ., .
COC(=O)[C@H](Cc1ccccc1)NC(=O)O[C@H]1C(=O)c2ccc(OC)cc2O[C@@H]1c1ccc2c(c1)OCO2
  -6%&-15%, -4%&-9%, 9%&-12%, -1%&2%, -2%, -2%&-1%, -14%, -3%&-8%
COc1ccc2nc3oc(C(=O)Nc4ccc(OC)c(OC)c4)cc3cc2c1
  ?, ?, -17%, 1%, ?, 8%, ., i
COc1ccccc1NC(=S)NNC(=O)c1nn(C)c(C)c1Br
  ?, -1%, -5%, -6%, 7.9µM*, -3%, 17%, -19%
COc1ccc(C2C(C#N)=C(N)Oc3n[nH]c(-c4ccccn4)c32)c(OC)c1OC (stereo unspecified)
  -8%, -16%, -10%, 19%, -9%, -1%, -1%, -6%
CCOc1ccc(NC(=O)CC2C(=O)N(c3cccc(OC)c3)C(=O)N2CCOC)cc1 (stereo unspecified)
  ., -2%, -3%, 15%, 5%, -6%, ., -7%
